S1P4 antagonist: human S1P4 receptor antagonism | S1P4-expressing cells, antagonist mode, reporter read-out | 220,000 tested, 0.26% active | O95977 | inhibition, % at 4.98 µM; in the data active = inhibition above about 29%;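 note: 0% = wells stimulated with agonist and 100% = vehicle wells without agonist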
S1P4 ag: activates the human S1P4 receptor. 220,000 tested, 0.35% active. activation, % at 4.98 µM. O95977. AID 1509. S1P4-expressing cell line, agonist reporter assay; in the data active = activation above about 11%;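 note: 0% = DMSO vehicle and 100% = reference agonist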
EP2 modulator: modulates human prostaglandin E2 receptor EP2 signaling; EP2-expressing cells, cAMP HTRF FRET, PGE2 co-stimulation; 260,000 tested, 0.83% active; induction, % at 25 µM; P43116;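 active = compounds whose cAMP rise, as percent of the full-agonist control response, exceeds 60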;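 note: rat C6 glioma line stably carrying human EP2 under a CMV promoter; the protocol text gives 20 µM as final concentration; 100% = response of wells given 1 µM PGE2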
TRPN1 ag: agonists of zebrafish TRPN1 channel; HEK293 zebrafish TRPN1-YFP, Fluo-8 calcium fluorescence; 100% = response to 87 µM carbachol; activation, % at 3 µM; 220,000 tested, 0.18% active;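 active = activation above its plate's cutoff, the mean activation of test wells on that plate plus 3 SD, cut at about 19% in these data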;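 note: 0% = DMSO alone and 100% = 87 µM carbachol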
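Material: zebrafish TRPN1-YFP in HEK293 cells. Doses: one dose of 3 µM, 0.3% DMSO. Incubation: dye 1 h 37 °C plus 30 min RT. Measured by: intracellular calcium fluorescence with Fluo-8.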
PERK inh: human PERK inhibition, primary cell-based screen; AID 1416; 220,000 tested, 0.17% active; Q9NZJ5; inhibition, % at 5.6 µM; CHO PERK-DD fusion, SEAP luminescence translation reporter;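 active = inhibition above the mean inhibition of all tested compounds plus 3 SD, set separately per screening campaign, cut at about 2.9% in these data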;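 note: PERK kinase domain activated by AP20187 dimerizer at 100 nM; 0% = DMSO with dimerizer and 100% = rapamycin at 8.4 µM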
Target sequence (Q9NZJ5 whole entry, looked up, the tested form may be a part): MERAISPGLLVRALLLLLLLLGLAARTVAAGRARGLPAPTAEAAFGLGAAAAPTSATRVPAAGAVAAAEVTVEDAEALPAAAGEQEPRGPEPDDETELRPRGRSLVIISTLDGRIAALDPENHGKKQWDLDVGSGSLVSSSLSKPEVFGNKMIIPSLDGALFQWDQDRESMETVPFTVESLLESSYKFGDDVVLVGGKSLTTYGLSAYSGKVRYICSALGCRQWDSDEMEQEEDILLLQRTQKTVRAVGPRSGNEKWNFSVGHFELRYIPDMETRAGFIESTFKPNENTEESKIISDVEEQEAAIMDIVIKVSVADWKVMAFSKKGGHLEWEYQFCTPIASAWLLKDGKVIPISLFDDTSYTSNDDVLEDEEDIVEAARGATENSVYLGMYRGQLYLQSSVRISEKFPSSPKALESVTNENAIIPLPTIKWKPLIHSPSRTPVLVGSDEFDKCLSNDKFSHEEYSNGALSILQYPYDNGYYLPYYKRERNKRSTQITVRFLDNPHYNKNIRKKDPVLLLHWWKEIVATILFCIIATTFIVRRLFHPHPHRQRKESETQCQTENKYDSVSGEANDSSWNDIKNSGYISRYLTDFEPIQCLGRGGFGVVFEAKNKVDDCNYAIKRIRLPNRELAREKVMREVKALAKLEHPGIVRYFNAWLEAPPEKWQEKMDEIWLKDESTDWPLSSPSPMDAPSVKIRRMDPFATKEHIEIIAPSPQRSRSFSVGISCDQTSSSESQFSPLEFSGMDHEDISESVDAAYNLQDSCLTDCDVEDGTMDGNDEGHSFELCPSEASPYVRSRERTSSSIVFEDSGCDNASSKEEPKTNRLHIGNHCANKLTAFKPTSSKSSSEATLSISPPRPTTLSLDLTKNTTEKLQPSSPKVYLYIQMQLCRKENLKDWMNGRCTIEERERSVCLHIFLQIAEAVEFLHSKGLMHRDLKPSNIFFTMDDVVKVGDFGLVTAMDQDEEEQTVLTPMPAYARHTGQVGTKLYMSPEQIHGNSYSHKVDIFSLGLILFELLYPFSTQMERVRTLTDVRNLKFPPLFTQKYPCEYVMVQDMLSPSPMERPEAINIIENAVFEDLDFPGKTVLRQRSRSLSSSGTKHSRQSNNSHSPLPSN
TRPML3 ag: human mucolipin-3 channel agonism | HEK293 TRPML3-YFP, Fluo-8 calcium fluorescence; 100% = the carbachol control signal | Q8TDD5 | activation, % at 3 µM | 220,000 tested, 0.29% active;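 active = activation above its plate's cutoff, the mean activation of the plate's test wells plus 3 SD, cut at about 12% in these data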;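 note: 0% = DMSO only wells and 100% = carbachol wells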
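Test system: TRPML3-YFP stable HEK293 cells. Doses: single point at 3 µM. Incubation: dye loading 1 h 37 °C then 30 min ambient, 125 s read. Signal: Fluo-8 calcium dye fluorescence, ex 470-495, em 515-575 nm. Measure: percent activation from peak-to-basal fluorescence ratio, scaled between DMSO and carbachol.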
m-calpain inh: blocks pig calpain II enzyme activity | inhibition, % at 16 µM | 220,000 tested, 0.37% active | purified calpain II, fluorogenic peptide substrate, 30 min;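 active = inhibition above about 50%, limit read from the data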
Ba/F3 V617F tox: loss of viability in JAK2V617F-driven Ba/F3 cells; Ba/F3 EpoR-JAK2V617F viability, ATP luminescence; inhibition, % at 5.6 µM; 220,000 tested, 1.1% active; AID 1446;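 active = inhibition above the campaign mean plus 3 SD over all tested compounds, cut at about 24% in these data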;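 note: cytokine-independent growth of Ba/F3 cells driven by EpoR plus mutant JAK2; 0% = DMSO-treated cells and 100% = JAK inhibitor I control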
BaF3 tox: counter-screen for JAK2V617F inhibitors: parental Ba/F3 viability inhibitors. CellTiter-Glo ATP luminescence. inhibition, % at 5.6 µM. 220,000 tested, 1.1% active. AID 1486;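 active = inhibition above a per-campaign cutoff, the mean inhibition of all tested compounds plus 3 SD, cut at about 27% in these data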;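 note: 0% = DMSO wells and 100% = JAK Inhibitor I control wells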
* marks the source's active call; other numbers are inactive results; x = no result given.

SMILES	S1P4 antagonist	S1P4 ag	EP2 modulator	TRPN1 ag	PERK inh	TRPML3 ag	m-calpain inh	Ba/F3 V617F tox	BaF3 tox
Cc1ccc(S(=O)(=O)c2c(N)n(Cc3ccco3)c3nc4ccccc4nc23)cc1	-8	2.0	4	4.0	-0.9	2.8	-491	-3	-1
CC(C)NS(=O)(=O)c1ccc(OCC(=O)Nc2ccc(F)cc2F)cc1	-29	2.1	-21	1.1	0.7	0.9	33	-2	1
Cc1cc(C(=O)Nc2nc(-c3ccccn3)cs2)ccc1[N+](=O)[O-]	-23	-0.1	-41	1.9	-0.4	2.7	-19	3	0
COc1ccc(/C=N/NC(=O)c2ccn[nH]2)cc1Cn1nc(C)c([N+](=O)[O-])c1C	12	-1.7	-20	1.9	1.0	-0.2	-20	-2	-4
CC(=O)N/C(=C\c1ccccc1)C(=O)OCC(=O)NC1CCCC1	-4	0.2	7	0.4	0.1	0.9	3	3	7
COc1cccc(C(=O)Nc2cccc(OCC(=O)c3ccccc3)c2)c1	-11	1.1	-36	-0.3	0.1	0.3	-4	3	3
CC1CCCCN1C(=O)/C=C/c1ccccc1[N+](=O)[O-] (configuration not stated)	-11	1.0	-8	-0.3	0.8	0.1	8	-5	-1
O=C(c1ccccc1)N1CCN(C2CC3CCC2C3)CC1 (configuration not stated)	3	-2.8	19	0.2	0.8	0.8	6	-1	0
CC(C)C[C@H](NC(=O)OC(C)(C)C)C(=O)N1CCC(C(=O)N[C@@H](Cc2ccccc2)C(=O)O)CC1	24	0.6	9	2.2	-0.2	1.3	8	2	3
CC(=O)c1ccc(S(=O)(=O)N2CCN(c3nc4c(C)c(C)ccc4cc3C#N)CC2)cc1	-16	0.2	x	-1.7	0.8	0.2	x	-4	3
C=C(C)Cn1c(SCC(=O)O)nnc1-c1ccc(C(C)(C)C)cc1	1	-2.0	-6	-1.0	0.1	-0.3	16	4	5
O=S(=O)(NC1CC2CCC1C2)c1ccc(Br)s1 (configuration not stated)	13	-0.1	-8	-1.6	-0.1	-0.7	3	-5	3
CCCCC1OC2(C)OC(=N)C1(C#N)C(C#N)(C#N)C2c1ccccc1 (configuration not stated)	-4	2.8	9	-0.8	0.5	1.0	-99	-4	8
COc1ccc(/C=N/NC(=S)Nc2ccccc2)cc1COc1ccc(F)cc1F	1	-1.0	6	-2.2	-0.8	-0.3	23	4	9
O=C(CNC(=O)c1ccc(S(=O)(=O)N2CCCCC2)cc1)N/N=C/c1ccco1	4	-0.3	-3	1.5	-0.1	1.2	28	2	9
CCOC(=O)CC1C(=O)NCCN1S(=O)(=O)c1ccc(Cl)cc1Cl (configuration not stated)	-1	0.9	-12	0.5	1.2	0.4	-11	0	9
CC(=O)N1CCC(C(=O)Nc2cc(C)cc(C)c2)CC1	1	1.2	-16	0.5	-1.0	-0.1	21	3	-3
O=C(CSc1nc2ccccc2o1)Nc1nc2ccccc2s1	-2	4.0	12	-1.3	0.3	0.5	-18	1	1
COc1ccc(CCNc2nc(-c3cccc(NC(C)=O)c3)cs2)cc1OC	-12	1.4	-56	2.8	0.2	0.3	-31	-2	0
Cc1ccc(NCc2nnc(SCc3ccc(C#N)cc3)n2Cc2ccco2)c(C)c1	-22	-2.5	6	-1.9	-0.9	-1.0	-9	-3	3
O=C(Cc1ccc([N+](=O)[O-])cc1)Nc1nccs1	10	-0.2	-3	0.2	0.3	0.9	11	-5	0
CCOc1ccc(Oc2ccc(-c3nnc(-c4ccccc4)o3)cc2[N+](=O)[O-])cc1	2	-0.3	-34	1.0	0.2	1.0	48	-1	2
Cc1cccc(C)c1OCC(=O)Nc1ncn[nH]1	0	-1.2	-8	-0.5	0.5	0.1	-17	3	6
CC(c1ccncn1)N(C)Cc1nc(-c2ccc(C(F)(F)F)cc2)no1 (configuration not stated)	5	0.4	-52	2.2	0.9	2.7	9	-1	7
NNC(=O)[C@H]1C[C@@H]1c1ccccc1	-30	-0.5	5	0.4	0.2	0.1	17	1	4
NCCCC[C@H](NC(=O)C1CCNCC1)c1nnc([C@@H](N)CO)o1	3	-0.3	-7	1.0	0.8	-0.3	-18	-1	-1
Cc1ccc2c(c1)c1c(n2CC(O)CN2C(=O)CNC2=O)C(=O)CCC1 (configuration not stated)	-13	1.8	-8	0.6	1.4	0.1	-429	-3	8
COc1ccccc1-n1c(SCC(=O)NC(C)(C)C)nc(O)cc1=O	-24	-0.1	8	0.5	0.9	-0.4	23	3	4
COC(=O)C(C)Sc1nnc(-c2ccncc2)o1 (configuration not stated)	-20	3.3	13	-0.4	0.9	-0.5	7	-2	0
CC(=O)c1c(N2CCN(C)CC2)nc(=S)n(-c2cc(C)ccc2C)c1C	-2	0.9	16	0.5	-0.4	0.3	-25	1	2
O=C(NC1CCCC1)C(c1ccccc1)N(Cc1ccc2c(c1)OCO2)C(=O)Cc1cccs1 (configuration not stated)	-7	2.9	48	-1.3	-1.1	-0.8	18	-3	5
CC(=O)NCCNC(=O)c1ccc(-n2c(C)ccc2C)cc1	-6	2.2	37	1.0	1.3	1.2	-19	0	2
CCS(=O)(=O)N1CCC(C(=O)NCc2ccco2)CC1	-18	1.0	-1	2.4	0.5	0.4	-3	-2	1
O=C(Cn1nc(C(F)(F)F)c2c1CCCCC2)N1CCOCC1	-15	-1.6	20	-0.2	-0.8	0.5	12	-2	1
COC(=O)c1cccc(NC(=O)CSc2nc3cccnc3n2C)c1	-7	-0.1	-22	7.1	-0.2	4.1	8	-6	6
C/C(=N\NC(=O)C(c1ccccc1)c1ccccc1)c1ccccn1	0	-0.1	20	0.8	-0.4	-1.3	10	5	12
NC(=O)c1nnsc1-c1ccc(-c2snnc2C(N)=O)cc1	-6	0.6	-8	0.4	0.1	0.8	-19	-5	-2
Cn1nnc(NCc2cc(Br)ccc2OCc2cccs2)n1	-27	0.0	-9	0.1	-0.6	0.3	-66	2	9
CCc1ccc(NC(=O)C(=O)N/N=C(\C)CC(=O)NCc2ccc(Cl)cc2)cc1	-5	-2.0	-23	0.3	1.1	0.6	33	1	3
CC(=O)c1ccc(NC(=O)C2CC(=O)N(Cc3ccccc3)C2)cc1 (configuration not stated)	10	-0.5	17	-0.3	-1.3	0.2	16	-3	5
Cc1ccc(-c2nnc(-n3ncc(C#N)c3N)c3ccccc23)cc1C	-19	1.3	36	0.4	0.4	0.7	1	-2	6
O=C(COc1ccc([N+](=O)[O-])cc1)NNC(=S)NC(=O)c1ccc(Br)cc1	5	0.1	-28	-0.9	1.5	0.8	-50	0	3
Clc1ccc(CN(Cc2ccc(Cl)cc2)c2nn[nH]n2)cc1	17	-0.4	-44	0.9	0.6	0.3	-13	-2	3
CCCCOc1cccc(C(=O)NC(=S)Nc2ccc(Cl)c(C(=O)O)c2)c1	11	-1.2	-46	-2.1	0.6	0.3	-4	-4	3
CC(C)(C)c1cc(CCC(=O)NNC(=S)NC(=O)c2ccccc2)cc(C(C)(C)C)c1O	4	0.6	-55	0.4	-0.4	0.5	-50	-1	7

Fetched one by one from the entries so far (3):
SMILES	S1P4 antagonist	S1P4 ag	EP2 modulator	TRPN1 ag	PERK inh	TRPML3 ag	m-calpain inh	Ba/F3 V617F tox	BaF3 tox
Cc1ccc(-c2nnc(-n3ncc(C#N)c3N)c3ccccc23)cc1C	-19	1.3	36	0.4	0.4	0.7	1	-2	6
Cn1nnc(NCc2cc(Br)ccc2OCc2cccs2)n1	-27	0.0	-9	0.1	-0.6	0.3	-66	2	9
C/C(=N\NC(=O)C(c1ccccc1)c1ccccc1)c1ccccn1	0	-0.1	20	0.8	-0.4	-1.3	10	5	12

Other results follow.
SMILES	S1P4 antagonist	S1P4 ag	EP2 modulator	TRPN1 ag	PERK inh	TRPML3 ag	m-calpain inh	Ba/F3 V617F tox	BaF3 tox
O=C(COC(=O)CCSc1ccc(Cl)cc1)Nc1ccc(F)cc1	-11	0.1	-43	-2.7	1.4	-0.5	-1	-1	7
O=C(CCn1cccc1)Nc1ccccc1F	10	0.9	6	1.3	-0.5	0.3	-2	4	7
Cc1ccc(NS(=O)(=O)c2cc(C(=O)N3CCc4ccccc4C3)ccc2Cl)cc1	6	1.9	-9	-2.0	-0.7	-1.8	-52	4	6
Cc1cccc(S(=O)(=O)Nc2ccc(C)c3c2OC(C)(C)C3)c1	-4	2.6	42	-3.7	-1.0	-0.3	-3	-4	1
O=C(CSC1=NCCS1)N1CCCC1	-14	0.4	14	-0.3	0.5	0.4	-51	-5	3
Cc1ccc(-n2c(C)cc(C(=O)Cn3nc(C(=O)O)c4ccccc4c3=O)c2C)cc1	-19	0.8	25	-0.4	0.0	0.7	-76	2	2
CC1=CCC(C(=O)O)C(C(=O)Nc2ccc(-c3nc4ccc(C)cc4s3)cc2)C1 (configuration not stated)	-14	-0.2	-14	1.4	-0.1	1.0	-246	-5	8
Cc1cccc(CN2CCN(CC(=O)NCc3ccc(F)cc3)C2=O)c1	-11	-1.9	x	-1.0	1.2	0.0	x	-5	5
O=c1cc(CSc2n[nH]c(-c3ccncc3)n2)nc2sccn12	-16	-0.5	36	1.9	0.1	0.6	-61	0	3
CCOC(=O)Cc1c(C)nc2c(-c3ccc(Cl)cc3)cnn2c1C	2	-0.2	-11	1.2	0.1	0.7	0	1	2
CCNC(=O)CC1C(=O)N(C)C(=S)N1NC(=O)c1ccc(Cl)cc1 (configuration not stated)	-3	0.6	-7	-0.2	0.1	-0.2	-35	-5	0
O=C(CSc1nc2ccccc2[nH]1)Nc1ccc(F)c(F)c1	2	1.6	-10	2.1	-1.7	-0.5	39	4	4
CCOC(=O)c1sc2nc(NC(=O)C3CCCCC3)sc2c1C	-4	0.2	5	1.4	0.0	0.6	-37	2	3
CC(C)/C=N/NC(=O)c1ccc(Cl)cc1	-27	2.5	8	0.0	0.2	0.7	20	1	6
O=C1CC(c2ccc(F)cc2)Sc2nc(C34CC5CC(CC(C5)C3)C4)nn21 (configuration not stated)	0	-2.4	25	0.1	-0.1	-0.5	7	4	8
O=C1NN(c2ccccc2)C(=O)C2C3C=CC(C4CC34)C12 (configuration not stated)	0	-3.4	17	-0.4	1.6	-0.1	2	3	10
O=C(c1ccc(Cn2c(=S)[nH]c3cc4c(cc3c2=O)OCO4)cc1)N1CCN(c2ccccc2)CC1	-1	6.7	-36	0.0	0.8	0.3	-166	2	5
CC1=C(C(=O)OCCOc2ccccc2)C(c2ccsc2)NC(=O)N1C (configuration not stated)	-11	-0.9	15	2.4	-0.8	1.0	31	8	4
O=c1[nH]c(=O)n(Cc2ccco2)c2c1C(C(F)(F)F)(C(F)(F)F)N=C(Cc1ccccc1)N2	-3	1.0	-7	-0.7	-0.1	0.5	22	-3	2
CCOc1ccc(S(=O)(=O)N2CCN(C)CC2)c(C)c1C	-5	0.1	-6	-1.6	0.0	1.0	18	-4	0
COc1cc(/C=C(/NC(=O)c2ccccc2Cl)C(=O)O)cc(OC)c1OC	-9	0.2	7	-0.6	0.7	0.9	15	0	8
Cn1c(=O)n(C)c2cc(/C=N/NC(=O)c3cc4cc(Br)ccc4o3)ccc21	1	0.9	-22	2.0	-1.8	0.0	-315	1	-3
COC(=O)c1nc2ccc(N3CCOCC3)cc2c(C)c1C(=O)OC	-5	2.1	4	1.8	-0.5	0.9	-207	-2	3
Clc1ccc(CN2C3=NCCCN3c3ccccc32)cc1	8	0.2	5	-0.1	-0.6	-0.1	5	5	6

Screening data: PubChem BioAssay, several laboratories
